# Bioassay records deposited in PubChem by National Center for Advancing Translational Sciences (NCATS).
# Fluorescein fluor: qHTS Assay for Spectroscopic Profiling in Fluorescein Spectral Region | actives 0.91% (n = 59,000) | max fluorescein-equivalent concentration, M | Compound autofluorescence, 480/540 nm, fluorescein-equivalent; active compounds read high | AID 593, 2007; in the data active = max fluorescein-equivalent concentration above about 10 nM; inconclusive = between about 1.1 nM and that limit
#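 Read-out is intrinsic compound fluorescence at 480/540 nm (excitation/emission), expressed as dye-equivalent concentration using a fluorescein standard series run on every plate. Compounds sat 15 min at room temperature in 100 mM Tris, pH 8.0.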
# TexasRed autofl: qHTS Assay for Spectroscopic Profiling in Texas Red Spectral Region; Compound fluorescence, Texas Red channel, 547/618 nm; active compounds read high; max dye-equivalent concentration, M; actives 0.06% (n = 59,000); in the data active = max dye-equivalent concentration above about 10 nM; inconclusive = between about 1.1 nM and that limit
#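 Spectral interference profiling: each compound concentration's relative fluorescence, read with a 547 nm excitation and 618 nm emission filter pair, was normalized to a per-plate Texas Red standard curve.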
# 4-MU autofl: qHTS Assay for Spectroscopic Profiling in 4-MU Spectral Region. AID 589, 2007. compound autofluorescence, 340/450 nm, 4-MU equivalents; active compounds read high. max dye-equivalent concentration, M. actives 11% (n = 59,000); in the data active = max dye-equivalent concentration above about 10 nM; inconclusive = mostly about 1.1 nM to 9.6 nM
#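 Compounds in 100 mM Tris, pH 8.0, incubated 15 min at room temperature, then fluorescence read at 340 nm excitation/450 nm emission. Signal converted to 4-MU dye-equivalent concentration using an on-plate six-point 4-MU standard curve.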
# FLuc inh: qHTS Assay for Inhibitors of Firefly Luciferase. Luciferin 4-monooxygenase (Photinus pyralis), P08659. purified firefly luciferase, luminescence, 8 min. Potency, µM (series often up to 57.1 µM), without a hit: at the top dose activity change, negative = inhibition, hits mostly inhibitors. actives 2.2% (n = 72,000); note: potency is the fitted concentration of half-maximal effect; % is set by controls: 0 for no effect and ±100 for the full control effect; nearly all actives have a fitted effect of over 40% in size
# Target sequence (P08659 whole entry, looked up): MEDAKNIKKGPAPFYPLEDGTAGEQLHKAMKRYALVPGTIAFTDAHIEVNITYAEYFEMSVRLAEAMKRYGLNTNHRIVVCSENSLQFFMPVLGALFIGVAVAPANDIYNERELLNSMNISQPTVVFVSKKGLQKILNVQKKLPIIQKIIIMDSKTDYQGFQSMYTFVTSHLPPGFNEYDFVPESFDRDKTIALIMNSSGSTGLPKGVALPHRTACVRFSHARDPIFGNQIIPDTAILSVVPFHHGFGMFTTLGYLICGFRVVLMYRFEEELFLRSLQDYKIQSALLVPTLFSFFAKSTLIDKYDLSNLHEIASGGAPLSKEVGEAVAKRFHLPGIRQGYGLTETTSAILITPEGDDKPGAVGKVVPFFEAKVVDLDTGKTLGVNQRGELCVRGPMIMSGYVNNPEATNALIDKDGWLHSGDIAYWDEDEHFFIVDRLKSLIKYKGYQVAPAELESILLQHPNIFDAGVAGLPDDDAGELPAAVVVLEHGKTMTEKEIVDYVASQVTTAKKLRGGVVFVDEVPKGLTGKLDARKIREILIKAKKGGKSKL
#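 Firefly luciferase (PKLight detection mix) with 10 uM ATP in pH 7.2 imidazole buffer (KCl, MgCl2, Tween 20, BSA). Compounds tested across a concentration series (qHTS). Luminescence read after 8 min at ambient temperature.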
# CRE-bla Fsk: Cell signaling CRE-BLA (Fsk stim); actives 2.5% (n = 71,000); Potency, µM (doses to about 38.2 µM), for the others: at the top dose activity change, negative = inhibition, most hits filed as activators; CHO CRE-bla reporter (cAMP response element driving beta-lactamase), forskolin EC10, beta-lactamase ratio; active = well fitted activation curve with a large enough effect in the signal ratio, with a control signal flat, not every such curve was filed as active; inconclusive = small, poorly fitted or top-dose-only effect, or effect the other way, or a change in a side signal; the % refers to the signal ratio; note: potency is the fitted concentration of half-maximal effect; % of control where 0% means no effect
#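 The 460nm/530nm emission ratio after CCF4 loading defined %Activity, from which AC50 values were obtained. CRE-bla CHO cells received compound dilution series together with an EC10 level of NKH 477 for 3 hours at 37 degrees Celsius.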
# HBB splice mod: qHTS Assay for Modulators of Hemoglobin Beta Chain Splicing. actives 0.06% (n = 65,000). HBB splicing reporter cell assay, activation; EGFP reporter with mutant IVS2-654 intron; response scale: normalised to 500 nM splice-correcting PNA. Potency, µM (doses to about 46.1 µM), for inactives: at the top dose activation, hits mostly activators; note: potency is the fitted concentration of half-maximal effect; 0% is about no effect
#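 HeLa cells stably expressing EGFP interrupted by mutant beta-globin intron 2 (IVS2-654), 500/well in 2% FCS. Treated with compound for 2 days at 37C. Splicing correction scored as total well GFP intensity (488 nm excitation, 500-520 nm emission); 500 nM antisense PNA served as control.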
# GFP derepression: qHTS Assay for Epigenetic Modulators; mouse C127i GFP locus derepression, cytometry, 30 h; Potency, µM (top dose mostly 46.1 µM), without a hit: at the top dose GFP derepression (activation); actives 0.09% (n = 68,000); AID 597, 2007; note: % of control where 0% means no effect
#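 Read-out is the number of GFP-positive cells, scored as fluorescent objects 20 to 120 um wide, reflecting derepression of a silenced CMV-GFP reporter in murine C127i cells after 30 h compound exposure at 37 C.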
# ERK AVP block: qHTS Assay for Inhibitors of the ERK Signaling Pathway using a Homogeneous Screening Assay. HEK293-V1b, vasopressin-stimulated pERK AlphaScreen. Potency, µM (series often up to 57.5 µM), without a hit: at the top dose activity, negative = inhibition, usual class: inhibitors. actives 0.99% (n = 72,000). AID 995, 2007; note: potency is the fitted concentration of half-maximal effect; % is set by controls: 0 for no effect and ±100 for the full control effect; nearly all actives have a fitted effect of over 55% in size
#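 qHTS, compounds titrated on V1b-expressing HEK293 cells. Preincubation 30 min at 37C, vasopressin 25 nM for 5 min, lysis 10 min, bead incubation 5 hr at room temperature.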
# Ub-GFP proteasome: Ubiquitin-GFP Assay; AID 526, 2006; 67,000 tested, under 10 active; Potency, µM (top dose mostly 45.9 µM), without a hit: at the highest dose activation (GFP accumulation), usual class: activators; Ubiquitin-GFP reporter cells, proteasome inhibition, GFP fluorescence; response scale: untreated = 0%, 10 µM MG-132 = 100%; active = well fitted activation curve with a large enough effect, not every such curve was filed as active; inconclusive = small, poorly fitted or top-dose-only effect, or another doubt; inactive = no such curve, though single readings can be large or run the other way; note: potency is the fitted concentration of half-maximal effect
#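 GFP accumulation read-out: laser plate cytometry counting ubiquitin(G76V)-GFP-expressing U2OS cells after 4 hr compound exposure at 37 °C. Titrations spanned 46 uM to 2.9 nM; 0% = basal, 100% = 10 uM MG-132; concentration-response curves fitted.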
# A350 fluor: qHTS Assay for Spectroscopic Profiling in A350 Spectral Region. Compound autofluorescence, 340/450 nm, Alexa 350 dye-equivalents; active compounds read high. max dye-equivalent concentration, M. actives 11% (n = 59,000); in the data active = max dye-equivalent concentration above about 10 nM; inconclusive = mostly about 1.1 nM to 9.6 nM
# Hsp90 Hop PPI: qHTS Assay for Disrupters of an Hsp90 Co-Chaperone Interaction; Hsp90 C-terminal peptide / TPR2A (Hop) interaction, human; AlphaScreen TPR2A-His6 binding biotin-Hsp90 C-terminal peptide; Potency, µM (titrated, usually from 57 µM), without a hit: at the highest dose activity change, negative = inhibition; actives 0.44% (n = 71,000); AID 595, 2007; active = well fitted curve in either direction with a large enough effect; inconclusive = small, poorly fitted or top-dose-only effect, or another doubt; note: potency is the fitted concentration of half-maximal effect; % is set by controls: 0 for no effect and ±100 for the full control effect; many of its hits are not listed in these tables
# * hit, by the source's call; i = inactive; u = inconclusive; x = not tested or not shown; [ ] = dose if it differs, or a comment. Unless noted, calls come from the whole dose curve; as a rule, active = well fitted curve in the direction sought with a large enough effect; inconclusive = small, poorly fitted or top-dose-only effect, or another doubt; inactive = no such curve, though single readings can be large; an effect the other way counts as inactive or inconclusive.
SMILES,Fluorescein fluor,TexasRed autofl,4-MU autofl,FLuc inh,CRE-bla Fsk,HBB splice mod,GFP derepression,ERK AVP block,Ub-GFP proteasome,A350 fluor,Hsp90 Hop PPI
Cc1ccccc1-c1nc(NCCN2CCOCC2)c2ccccc2n1,i,i,i,-1%[2.29 µM],-23%,-0.1%,2%[9.22 µM],8%,-6%,i,-11%
Cc1cc(N2CCN(c3ccccn3)CC2)n2nc(C)nc2n1,u,u,u,0%,u,0.3%,5%,24%,-1%,u,4%
COc1ccccc1NC(=O)CCC(=O)Nc1nnc(C(F)(F)F)s1,u,i,i,2%,-1%,2.3%[57.5 µM],-2%,13%,-3%,i,7%
O=C(Nc1nc2ccccc2s1)C1CCCN1S(=O)(=O)c1ccc(Cl)cc1 (stereo unspecified),i,i,i,1%,u,-1.1%,2%,20µM*,1%,i,1%
CC[C@H](C)[C@@H]1O[C@]2(CC[C@@H]1C)C[C@H]1C[C@H](CC=C(C)[C@@H](O[C@@H]3C[C@H](OC)[C@H](O[C@@H]4C[C@H](OC)[C@H](O)[C@H](C)O4)[C@H](C)O3)[C@@H](C)C=CC=C3CO[C@@H]4[C@@H](O)C(C)=C[C@@H](C(=O)O1)[C@]34O)O2,u,i,i,5%[25.5 µM],u,-2.4%[20.6 µM],-3%[20.6 µM],-9%[25.7 µM],-6%[20.5 µM],u,-5%[26 µM]
Cc1ccc2c(c1)N(CCCC(=O)NCc1ccc3c(c1)OCO3)C(=O)CO2,x,x,x,0%,-15%,-0.8%,0%,1%,-6%,x,1%
Cc1ccnc(N2C(=O)c3ccccc3C2Nc2ccccc2Cl)c1 (stereo unspecified),x,x,x,-5%,-1%,-0.5%,x,x,6%,x,20%
O=c1c(-c2cc(F)cc(F)c2)nc2cncnc2n1-c1ccccc1,i,i,u,0%[11.4 µM],u,1.3%,0%[9.22 µM],u,-1%,u,-7%
COCCN(CCOC)c1nc(C)nc2c1nc(-c1ccccc1)n2CCCN1CCCCC1C (stereo unspecified),x,x,x,x,3%,0.5%,x,1%,-8%,x,-2%
Nc1cc(Cl)c(N)cc1Cl,x,x,x,-2%,-3%,0.2%,-4%,-19%,4%,x,-3%
c1ccc2c(N3CCNCC3)nc(-c3ccc4c(c3)OCO4)nc2c1,i,i,i,-2%[2.29 µM],u,4.6%,-1%[9.22 µM],8%,-3%,i,-5%
COc1cccc(Nc2ncc3nc(-c4ccc(Cl)cc4)c(=O)n(CCC#N)c3n2)c1,u,i,i,0%[11.4 µM],u,10µM*,1%[9.22 µM],-22%,u,i,-5%
CC1Cn2c(nnc2-c2cccs2)S1 (stereo unspecified),i,i,u,0%,0%,-0.7%,-3%,1%,4%,u,20%
CCC(=O)Nc1cc(Cl)ccc1N1CCN(C(=O)CC)CC1,i,i,i,1%,-14%,0.6%,0%,-3%,3%,i,-1%
O=C(Cn1cnc2c(nnn2Cc2ccc(F)cc2)c1=O)NCC1CCCO1 (stereo unspecified),i,i,i,1%,u,-1.2%,1%,0%,-7%,i,-8%
COc1cc(N)ccc1NC(=O)c1cccs1,i,i,i,0%,-7%,3.5%,0%,-9%,-8%,i,-9%
CCN(CC)CCCCOc1ccccc1OC,x,x,x,1%,-2%,-0.6%,-2%,-14%,3%,x,-4%
COc1ccc(C(=O)N2CCN(C(=O)Cc3ccccc3)CC2)cc1OC,u,i,i,2%,-5%,0.4%[57.5 µM],-1%,15%,0%,i,-1%
COCC(=O)Nc1nc2ccc(C)cc2s1,i,i,i,20µM*,u,1.9%,3%,-16%,-4%,i,0%
CCCCOc1ccc(C(=O)Nc2ccc(S(=O)(=O)Nc3cc(C)on3)cc2)cc1OC,u,u,i,1%,-7%,-2.6%,0%,-5%,5%,i,-3%
CCOC(=O)c1ccc(NC(=O)NC2CC3CCC(C2)N3Cc2nnnn2C(C)(C)C)cc1 (stereo unspecified),i,i,i,4%,-4%,x,-2%,12%,1%,i,1%
O=C(Nc1ccccc1Cl)N1CCN(c2ncccn2)CC1,i,i,i,-2%,5%,-0.1%,2%,-3%,5%,i,1%
CNC(=O)c1ccc2snnc2c1,x,x,x,2%,1%,-1.3%,x,15%,-3%,x,-2%[2.3 µM]
CCc1c(C)nc2[nH]nc(NC(=O)C(F)(F)F)n2c1=O,i,i,i,2%,-3%,x,-1%,-15%,-2%,i,0%
CNc1nc(NC)nc(-n2c(C(F)(F)F)nc3ccccc32)n1,i,i,i,7%,13µM*,-0.1%,13%,u,3%,u,1%

# (next part)
SMILES,Fluorescein fluor,TexasRed autofl,4-MU autofl,FLuc inh,CRE-bla Fsk,HBB splice mod,GFP derepression,ERK AVP block,Ub-GFP proteasome,A350 fluor,Hsp90 Hop PPI
Cc1ccc2c(c1)c1c(n2CC(O)Cn2c(C)nc3ccccc32)/C(=N\O)CCC1 (stereo unspecified),i,i,i,-2%,u,-1.6%,-4%,15%,-4%,i,-20%
O=C(CCn1c(=O)sc2ccccc21)NCCC1=CCCCC1,i,i,i,-1%,-21%,0.3%,-3%,18%,4%,i,-7%
CCOc1ccc(-c2nc(C#N)c(NCC(C)C)o2)cc1,u,i,u,-3%[25.5 µM],x,x,-6%[20.6 µM],x,x,u,x
Cc1cc(NC(=O)c2sc(Nc3cccc(C(F)(F)F)c3)nc2N)no1,i,u,i,-2%,-13%,x,-3%,u,-5%,i,-11%
CCn1c(=O)c2cc(S(=O)(=O)NCCOc3ccccc3)ccc2n(CC)c1=O,i,i,i,6%,1%,4.8%,0%,-11%,2%,i,-4%
CCOC(=O)c1ccc(NC(=O)CNC(=O)C2CCCCC2)cc1,x,x,x,-1%,u,-5.1%[0.0738 µM],-4%,26%,-2%[9.17 µM],x,-2%[11 µM]
NC(=O)[C@@H]1CCCN1Cc1ccc2c(c1)OCO2,i,i,i,1%[11.4 µM],-4%[7.6 µM],4.7%[9.22 µM],0%[9.22 µM],-4%[11.5 µM],4%[9.17 µM],i,1%[11 µM]
C=CCSc1nc2ccccc2[nH]1,u,i,i,-6%,u,0.4%,2%,-1%,-3%,i,0%
CS(=O)(=O)Nc1cccc(-c2ccc3ncnc(NCc4cccnc4)c3c2)c1,i,i,i,-1%[2.29 µM],u,1.1%,0%[9.22 µM],u,-2%,i,-8%
COCCOC(=O)C1=C(C)NC2=C(C(=O)CC(c3cccs3)C2)C1c1ccsc1 (stereo unspecified),i,i,2e-07M*,-2%,u,-0.2%[57.5 µM],-2%,-3%,-1%,1.9e-07M*,2%
Cn1cc(-c2nc3cncnc3n(-c3ccccc3)c2=O)c2ccccc21,i,i,i,-2%[11.4 µM],u,u,0%[9.22 µM],4%,2%,i,13%
CC1CC(C)CN(CC(=O)N2CCc3[nH]c4ccccc4c3C2)C1 (stereo unspecified),i,i,u,2%,-17%,0.0%[1.84 µM],0%,4%,6%,u,-1%
COc1ccc(C2c3c(oc4c(C)cc(C)cc4c3=O)C(=O)N2Cc2cccnc2)cc1OC (stereo unspecified),i,i,i,2%,u,-3.7%[57.5 µM],4%,-11%,1%,i,-2%
CC(=O)Oc1cc(C(C)C)c(OCCN(C)C)cc1C,u,i,i,-1%[25.5 µM],2%[17.1 µM],0.5%[20.6 µM],-3%[20.6 µM],-12%[25.7 µM],-9%[20.5 µM],u,-1%[26 µM]
Cc1ccc(CCNC(=O)C2CCN(c3nn4c(=O)cc(C)nc4s3)CC2)cc1,i,i,i,3%,u,2.9%,1%,2%,4%,i,-9%
COC(=O)c1ccccc1NC(=O)Nc1cccnc1,u,i,u,-12%,0%,-6.3%,0%,1%,3%,u,-4%
CCn1c(=S)sc2nc(C)sc21,i,i,i,-2%,u,-0.4%[57.5 µM],-1%,3%,-4%,i,-3%
Cc1cc(C(=O)Oc2ccccc2C(=O)O)c(C)o1,i,i,i,2%,-12%,-0.6%,3%,4%,-1%,i,1%
CCCC(=O)N1CCN(c2ccc(NC(=O)c3ccco3)cc2)CC1,i,i,i,0%,0%,x,-1%,-1%,3%,i,2%
CCn1cc(C(=O)NCc2ccc(C)o2)c2cc(OC)c(OC)cc2c1=O,i,i,i,-3%,2.5µM*,1.5%,0%,16%,u,i,-3%

# No new results follow: entries from further up.
SMILES,Fluorescein fluor,TexasRed autofl,4-MU autofl,FLuc inh,CRE-bla Fsk,HBB splice mod,GFP derepression,ERK AVP block,Ub-GFP proteasome,A350 fluor,Hsp90 Hop PPI
CCCC(=O)N1CCN(c2ccc(NC(=O)c3ccco3)cc2)CC1,i,i,i,0%,0%,x,-1%,-1%,3%,i,2%
CCn1cc(C(=O)NCc2ccc(C)o2)c2cc(OC)c(OC)cc2c1=O,i,i,i,-3%,2.5µM*,1.5%,0%,16%,u,i,-3%

# The list is partial; rates above refer to the full screens.
